PHOSPHO1 inh – PHOSPHO1 (human) inhibition. recombinant PHOSPHO1, absorbance phosphatase assay. AID 1565. 290,000 tested, 1.1% active. Q8TCT1. inhibition, % at 13.3 µM; in the data active means inhibition above about 60%
VIM-2 inhibitor – inhibitors of Pseudomonas aeruginosa VIM-2 metallo-beta-lactamase; 290,000 tested, 0.89% active; inhibition, % at 5.6 µM; purified VIM-2, nitrocefin hydrolysis, epi-absorbance fluorescence;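 active means inhibition above the mean of all tested compounds plus 3 SD, cutoff set per screening run, cut at about 7.5% in these data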;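 further: red hydrolysis product quenches plate fluorescence so inhibitors raise well fluorescence; 0% = enzyme with DMSO and 100% = DMSO without enzyme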
IDE act – boosts human insulin-degrading enzyme activity in HEK cells; 340,000 tested, 0.073% active; activation, % at 5.96 µM; FAbeta-B cleavage, fluorescence polarization; 0% vehicle, 100% cell-free pure enzyme wells; P14735;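 active means activation above the mean of all tested compounds plus 3 SD, set per screening campaign, cut at about 17% in these data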
pCIP destab – p/CIP protein destabilization; F442A p/CIP-EGFP cells, EGFP fluorescence, 16 h; AID 1984; decrease of EGFP signal, % at 10 µM; 290,000 tested, 0.01% active;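 active means EGFP signal decrease of at least 30% at 10 µM or well 3 SD below plate mean, unless failing retest; inactive means the rest, including hits failing retest or dose response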; further: some compounds called inactive have numbers as strong as hits; many of its hits are not listed in these tables
PfM18AAP inh – blocks P. falciparum M18 aspartyl aminopeptidase | inhibition, % at 7.35 µM | 290,000 tested, 1.2% active | recombinant PfM18AAP, H-Glu-NHMec fluorogenic cleavage;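 active means inhibition above the campaign mean inhibition over all tested compounds plus 3 SD, cut at about 28% in these data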;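 further: 0% = plate median of test compound wells and 100% = 2 mM ZnCl2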
IMP-1 inhibitor – inhibitors of Pseudomonas aeruginosa IMP-1 metallo-beta-lactamase. 290,000 tested, 0.45% active. inhibition, % at 5.6 µM. purified IMP-1, nitrocefin hydrolysis, epi-absorbance fluorescence. AID 1556;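 active means inhibition above the mean plus 3 SD of all compounds in the same screening run, cut at about 4.5% in these data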;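 further: 0% = IMP-1 with DMSO and 100% = DMSO wells lacking enzyme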
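Assay system: purified IMP-1; Quantity: IMP-1 0.2 nM before substrate addition; Medium: HEPES buffer pH 7.1 with ZnSO4 and Brij 35; Incubation: 15 min enzyme–compound preincubation, then 25 min nitrocefin reaction, 25 °C; Signal: fluorescence quenching readout, ex 480/em 530 nm; Controls: DMSO with and without IMP-1; Repeats: singlicate testing.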
GPR7 antag – human neuropeptides B/W receptor 1 antagonism | inhibition, % at 4.4 µM | P48145 | 290,000 tested, 1.1% active | GPR7-expressing cells, fluorescence antagonist assay; in the data active means inhibition above about 16%, passing the limit was not always enough;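 further: cells stimulated with the agonist NPW; 0% = agonist with vehicle and 100% = vehicle without agonist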
IDE inh – cellular human IDE inhibition | AID 434962 | 320,000 tested, 0.41% active | inhibition, % at 5.59 µM | HEK cells, FAbetaB cleavage, fluorescence polarization;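 active means percent inhibition above the average of all tested compounds plus 3 SD, set per screening campaign, cut at about 16% in these data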;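 further: IDE supplied by intact live HEK cells; FP after avidin binding of uncleaved biotin substrate so inhibition keeps polarization high; 0% = DMSO wells and 100% = 60 µM reference IDE inhibitor Ii1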
NALP1 inh – inhibitors of NALP1 inflammasome in yeast; 280,000 tested, 0.61% active; AID 2071; inhibition, % at 10 µM; S. cerevisiae NALP1/ASC/caspase-1 growth, X-gal OD620, 72 h; in the data active means inhibition mostly above about 24%, no sharp cut-off; inactive means mostly below about 32%; further: some compounds called inactive have numbers as strong as hits
* marks the source's active call; other numbers are inactive results; . = not tested or not shown.

nr | canonical_smiles | PHOSPHO1 inh | VIM-2 inhibitor | IDE act | pCIP destab | PfM18AAP inh | IMP-1 inhibitor | GPR7 antag | IDE inh | NALP1 inh
1 | CCn1cc(C(=O)N[C@@H](CCSC)C(=O)NCCO)c(=O)c2cc3c(cc21)OCO3 | 19.5 | 1.5 | 1.1 | -0.5 | 1.1 | -2.2 | -13.5 | 2.3 | 11.2
2 | COc1ccc(N2CC(C(=O)N3CCCC(C)C3)CC2=O)cc1 (stereo unspecified) | . | -2.5 | 1.0 | 1.7 | 0.3 | -1.8 | -7.7 | -0.1 | 2.1
3 | Cc1c(Cl)cccc1NCC(=O)Nc1ccc(Cl)cc1F | 13.7 | -0.4 | 0.8 | 10.2 | -2.0 | -4.4 | 7.9 | 4.2 | 15.8
4 | CSc1nnc2c(n1)OC=Nc1ccccc1-2 | 5.7 | -2.4 | -0.7 | 2.2 | 3.3 | -3.0 | -7.7 | -3.3 | 4.8
5 | OCC(O)C(O)C(O)C(O)C1NCCS1 (stereo unspecified) | 20.4 | -1.5 | 4.1 | 2.1 | 0.2 | -2.2 | -7.3 | -9.7 | 2.2
6 | CCO/C=N/c1c(C#N)c2c(c(=S)n1C)COC(C)(C)C2 | 23.8 | -3.4 | -0.1 | 2.5 | -0.2 | -1.1 | 1.2 | -0.7 | 12.4
7 | C=CCNC(=O)NC(=O)COC(=O)[C@H](C)NS(=O)(=O)c1c(C)c(C)cc(C)c1C | 48.1 | -1.7 | 3.0 | 12.1 | 0.8 | -2.0 | -9.4 | 1.2 | .
8 | Cn1c(=O)c2c(nc(CN3CCN(C(c4ccccc4)c4ccccc4)CC3)n2CC(N)=O)n(C)c1=O | 17.5 | 0.1 | -0.8 | -3.3 | 12.7 | 0.8 | 11.1 | 0.6 | 16.6
9 | CC1CCCC(NC(=O)C2CCN(S(=O)(=O)N3CCCCC3)CC2)C1C (stereo unspecified) | -8.2 | -2.0 | 8.4 | -9.4 | -0.1 | -2.5 | -11.5 | 0.3 | 46.9
10 | Cc1ccnc(SCc2cc(=O)c(OC(=O)c3cccs3)co2)n1 | -37.6 | -4.8 | 2.0 | 4.3 | 1.3 | -5.3 | -4.2 | -9.5 | 17.8
11 | CCOc1ccccc1NC(=O)COC(=O)Cc1cccs1 | 52.7 | -1.9 | 6.8 | -12.1 | 1.7 | -1.8 | -8.4 | -0.7 | 14.1
12 | Cc1ccc(C(CC(=O)NCCCN(C)C)c2ccc(OC(C)C)cc2)cc1 (stereo unspecified) | 15.9 | -2.0 | 5.3 | -8.4 | 5.3 | -3.1 | -2.9 | 4.3 | 21.8
13 | CCNC(=S)N1CCN(c2ccccn2)CC1 | -3.9 | -0.3 | 6.1 | -19.9 | -4.8 | -2.8 | -2.2 | 0.6 | 26.7
14 | Cc1cc(NS(=O)(=O)c2ccc(NC(=O)NC3CCCCC3)cc2)no1 | 24.4 | -1.6 | 2.5 | -5.1 | -0.5 | -1.9 | -11.9 | -0.6 | 21.8
15 | CC1CN(C(=O)COc2ccc3ccccc3c2Br)CC(C)O1 (stereo unspecified) | 7.7 | -2.0 | 0.7 | -1.8 | -0.3 | -1.1 | -15.2 | 2.9 | 16.1
16 | O=C(Nc1ccc(F)cc1)C1CCCCC1 | 6.3 | -3.7 | -1.6 | -11.2 | -1.1 | -4.3 | -7.2 | 4.6 | 14.4
17 | CCCNC(=S)Nc1cccc(C(F)(F)F)c1 | 3.2 | 1.9 | 4.5 | -16.6 | -12.9 | 1.2 | -13.2 | -2.0 | 13.6
18 | CC(C)OCc1c(C(=O)Nc2nccs2)oc2ccccc12 | -10.2 | -4.6 | 5.8 | 7.6 | -7.1 | -2.7 | -25.3 | 1.1 | 9.2
19 | COc1ccccc1NC(=O)c1ccc(N)cc1 | 10.8 | -2.8 | -0.4 | -2.8 | -0.3 | -3.3 | -12.0 | 2.2 | 7.8
20 | COc1ccccc1NC(=O)N1CCCC1C(=O)NCc1ccc2c(c1)OCO2 (stereo unspecified) | 42.0 | -0.7 | 3.5 | -2.3 | 4.8 | -0.4 | 16.0 | 0.1 | 1.9
21 | Cc1ccc(N2C(=O)CC(c3c[nH]c4ccccc34)C2=O)cc1 (stereo unspecified) | 36.5 | -3.9 | -1.6 | 12.7 | -6.2 | -4.2 | -2.9 | 1.0 | 4.8
22 | Cc1ccc(S(=O)(=O)NCC(C)n2cncn2)cc1C (stereo unspecified) | 6.3 | -2.3 | 7.7 | -2.8 | 0.4 | -5.5 | 3.1 | 4.9 | 10.6
23 | O=C(Nc1ccc(S(=O)(=O)Nc2ncccn2)cc1)C12CC3CC(CC(C3)C1)C2 | 31.8 | -3.6 | 4.3 | 2.8 | 1.4 | -2.2 | 2.8 | -4.1 | 19.3
24 | COc1ccc(-c2noc(N3CCC(C(=O)NCc4ccc(Cl)cc4)CC3)n2)cc1 | 22.8 | -1.7 | 4.9 | -29.0 | 0.4 | -1.1 | -1.4 | -1.8 | 17.4
25 | Cc1ccc(S(=O)(=O)N2CCCCC2)cc1NC(=O)c1ccc2c(c1)OCO2 | 11.6 | -0.2 | 0.9 | 15.3 | -7.5 | -0.7 | -14.6 | 7.0 | 23.7
26 | O=C(c1ccc(S(=O)(=O)NCC2CCCO2)cc1)N1CCN(c2cccc(Cl)c2)CC1 (stereo unspecified) | 32.5 | -2.0 | 4.1 | -15.7 | 0.4 | -1.1 | -3.3 | . | 7.2
27 | COc1ccc(CCc2nnc(CCC(=O)NCc3cnc4ccccn34)o2)cc1 | -10.1 | 1.4 | 1.0 | 8.5 | -6.1 | 0.8 | 3.3 | 0.5 | 15.2
28 | CC(=O)NC1C2CN3CCN(C2)CC1(Cc1ccccc1)C3 (stereo unspecified) | -2.6 | -1.8 | 1.8 | 2.0 | 1.8 | -3.3 | -11.8 | -0.2 | 21.4
29 | N#Cc1c(NC(=O)CSc2nnc(-c3ccncc3)n2CC2CCCO2)sc2c1CCCC2 (stereo unspecified) | 35.0 | -2.9 | 3.0 | 1.0 | -0.4 | -7.4 | -8.9 | 1.5 | 2.3
30 | CC(C)=CC(=O)OCC(=O)Nc1cc(C)ccc1C | 12.2 | -3.0 | 0.0 | -3.7 | 0.7 | -2.8 | -16.8 | 0.0 | -11.3
31 | O=C1CCC(C(=O)N2CCCO2)CN1Cc1cccc(C(F)(F)F)c1 (stereo unspecified) | . | -2.6 | 7.4 | 11.2 | 2.6 | -1.1 | -8.9 | . | 27.3
32 | COc1cc(-c2nc3ccccn3c2/N=C/c2cc(OC)c(O)cc2Cl)ccc1O | -24.8 | -4.0 | 3.7 | -2.3 | 14.5 | -3.0 | -15.7 | 0.6 | -11.2
33 | NC(=O)c1ccsc1NC(=O)COc1ccccc1 | 14.0 | -2.7 | -2.6 | -5.9 | 0.3 | -2.7 | -3.9 | -2.2 | 4.3
34 | CC(=O)c1cccc(NC(=O)Cc2coc3cc4c(cc23)CCC4)c1 | 13.4 | -2.5 | 5.5 | 3.9 | -4.5 | -0.8 | -6.8 | 1.6 | 34.3
35 | O=C1c2ccccc2C(=O)N1CCCCN(C(=O)c1cc2ccccc2oc1=O)c1ccc(Cl)cc1 | -11.7 | -0.5 | 0.3 | 3.4 | -14.1 | -0.5 | 8.8 | 5.6 | 26.8
36 | O=C(O)C1CCCN1S(=O)(=O)c1cccc2nsnc12 (stereo unspecified) | 28.1 | 0.8 | 8.9 | -18.8 | -11.9 | 0.1 | 6.4 | 5.0 | 0.9
37 | O=C(O)c1ccccc1Nc1ccc([N+](=O)[O-])cc1 | -6.6 | -1.1 | 28.4* | -4.6 | -11.9 | -3.5 | -1.9 | -13.5 | -21.9
38 | CC(=O)N1C2CCCCC2S[C@H]2CCCCC21 (stereo partly specified) | 6.8 | -1.5 | 1.4 | 0.4 | 4.9 | -2.3 | -4.8 | -2.5 | -10.9
39 | O=C(COc1ccccc1Cl)NCc1ccccc1 | 34.0 | -1.8 | 0.6 | -2.6 | 2.3 | -2.6 | 16.2 | 0.5 | 14.6
40 | O=C(NCc1cccs1)C1CCCN1C(=O)Nc1ccccc1 (stereo unspecified) | -42.5 | -2.6 | 4.4 | -13.0 | -6.0 | -0.4 | 4.8 | -4.1 | 11.3

The list goes on; the last 2 above are carried over.
nr | canonical_smiles | PHOSPHO1 inh | VIM-2 inhibitor | IDE act | pCIP destab | PfM18AAP inh | IMP-1 inhibitor | GPR7 antag | IDE inh | NALP1 inh
39 | O=C(COc1ccccc1Cl)NCc1ccccc1 | 34.0 | -1.8 | 0.6 | -2.6 | 2.3 | -2.6 | 16.2 | 0.5 | 14.6
40 | O=C(NCc1cccs1)C1CCCN1C(=O)Nc1ccccc1 (stereo unspecified) | -42.5 | -2.6 | 4.4 | -13.0 | -6.0 | -0.4 | 4.8 | -4.1 | 11.3
41 | COc1ccc(OC)c(-c2csc(NC(=O)Cc3ccc(F)cc3)n2)c1 | 41.6 | -2.2 | 2.8 | -10.0 | 7.7 | -2.6 | -11.9 | 6.8 | 14.2
42 | O=S(c1ccc2ccccc2c1)c1cnns1 (stereo unspecified) | 13.4 | 0.1 | -4.6 | -13.5 | 11.4 | -1.4 | 8.1 | -2.4 | -0.9
43 | CC(C)c1nnc(NC(=O)C2CCCN2C(=O)Nc2ccccc2[N+](=O)[O-])s1 (stereo unspecified) | 4.5 | 0.1 | -1.6 | 2.4 | -3.1 | -1.1 | -4.3 | -2.1 | -7.9
44 | CCCN(CCC)CCCNC(=S)Nc1ccc2nc(N3CCN(CC)CC3)cc(C)c2c1 | 20.3 | 0.7 | 8.3 | -4.5 | 0.2 | -0.4 | -6.8 | -0.7 | 16.2
45 | O=C(Cn1cnc2c(nnn2Cc2ccccc2)c1=O)N1CCCc2ccccc21 | 0.1 | 0.6 | -2.6 | -3.2 | -0.4 | -2.4 | 1.3 | -1.3 | 10.5
46 | COc1ccc(C)c2sc(=NC(=O)c3cccc(N4C(=O)CCC4=O)c3)n(C)c12 | 1.8 | -1.6 | 5.8 | 0.0 | -7.0 | -3.0 | -4.3 | 7.1 | 2.4
47 | Cc1ccc(/C=N\NC(=O)C2CC(=O)N(c3ccccc3)C2)o1 (stereo unspecified) | 34.2 | -4.2 | . | 1.1 | -0.1 | -2.7 | -7.0 | 8.3 | 5.2
48 | S=C(Nc1ccc2c(c1)OCO2)Nc1ccc2c(c1)OCO2 | -12.3 | -1.7 | 6.2 | 5.4 | 5.3 | -3.2 | -11.8 | 2.6 | 7.9
49 | O=C(N=C1c2ccccc2CN1c1ccccc1)c1cccc([N+](=O)[O-])c1 | -2.6 | 0.9 | 1.7 | -3.1 | -4.8 | -1.4 | 3.7 | 9.9 | 36.7
50 | CCn1c(CC(=O)Nc2ccccc2)nnc1SCC(=O)Nc1nncs1 | 16.1 | -0.7 | -1.9 | -0.7 | 6.5 | -2.8 | -11.5 | 1.9 | 11.9
51 | Cc1cccc(NC(=O)Cn2c(C)c(C#N)c3ccccc32)c1C | -11.6 | -0.8 | 2.7 | -11.0 | 1.3 | -0.4 | -10.1 | 3.2 | 1.3
52 | CCc1nc(NCCN2CCOCC2)c2oc3ccccc3c2n1 | 2.7 | 2.8 | 2.5 | -9.0 | -12.2 | 0.5 | -10.9 | 3.0 | 6.9
53 | O=C(O)c1ccc2c(c1)C(=O)N(CCc1ccccc1)C2=O | 13.9 | -0.5 | 4.7 | 9.0 | -10.5 | -3.9 | 14.1 | 6.6 | 2.5
